FAS-TE inh: FAS thioesterase (human) inhibition; recombinant FAS-TE, OMFH fluorogenic substrate, fluorescence endpoint; AID 602261; P49327; hit rate 0.67% among 360,000; inhibition, % at 15 µM;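 active means compounds whose normalised, plate-corrected inhibition of enzyme fluorescence in the single-dose primary screen is 50% or more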;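 further: 0% = DMSO with enzyme and 100% = substrate without enzyme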
MsrA inhibitor: bovine MsrA inhibition; purified bovine MsrA, absorbance read-out; inhibition, % at 15.5 µM; hit rate 0.75% among 360,000; AID 651718; in the data active means inhibition above about 4.5%;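 further: 0% = vehicle wells with enzyme and 100% = reference inhibitor wells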
MLLE-PAM2 inh: blocks PAM2 peptide binding to the PABP1 MLLE domain; P11940; GST-MLLE / FITC-PAM2 fluorescence polarization; inhibition, % at 20 µM; hit rate 0.36% among 360,000; AID 588489; in the data active means inhibition above about 35%, passing the limit was not always enough;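 further: plate controls were DMSO wells with GST-MLLE for no effect and wells lacking GST-MLLE protein for full effect; some results filed as inactive read as strong as hits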
Target sequence (P11940 whole entry, looked up, the tested form may be a part): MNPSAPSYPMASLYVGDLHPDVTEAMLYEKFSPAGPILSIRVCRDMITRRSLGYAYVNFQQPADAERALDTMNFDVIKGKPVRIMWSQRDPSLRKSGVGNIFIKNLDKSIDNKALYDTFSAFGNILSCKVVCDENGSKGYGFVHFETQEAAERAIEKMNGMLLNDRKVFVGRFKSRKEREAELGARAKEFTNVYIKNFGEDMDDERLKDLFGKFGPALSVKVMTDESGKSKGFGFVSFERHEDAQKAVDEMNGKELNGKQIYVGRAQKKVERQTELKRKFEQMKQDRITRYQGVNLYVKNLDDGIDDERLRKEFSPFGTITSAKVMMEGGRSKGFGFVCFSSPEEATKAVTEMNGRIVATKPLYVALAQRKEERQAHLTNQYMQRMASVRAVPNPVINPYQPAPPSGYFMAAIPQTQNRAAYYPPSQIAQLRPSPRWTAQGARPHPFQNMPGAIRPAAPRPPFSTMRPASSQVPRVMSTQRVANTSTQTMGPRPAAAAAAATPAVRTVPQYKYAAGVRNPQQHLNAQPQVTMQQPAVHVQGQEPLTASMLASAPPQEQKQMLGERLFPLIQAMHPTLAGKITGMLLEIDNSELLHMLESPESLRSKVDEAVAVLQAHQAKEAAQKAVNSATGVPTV
eLon inh: inhibits E. coli Lon protease; P0A9M0; purified E. coli Lon protease, fluorescence polarization; inhibition, % at 7.94 µM; hit rate 0.42% among 360,000; AID 602123; in the data active means inhibition above about 13%, passing the limit was not always enough;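 further: 0% = enzyme with probe and DMSO and 100% = no enzyme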
MT1-MMP act inh: MT1-MMP (human) activation inhibition. P50281. HT1080 RFP-PRO-GFP cells, GFP/RFP ratio fluorescence, overnight; percent of plate control window, DMSO zero. GFP/RFP ratio change, % at 20 µM. hit rate 0.061% among 360,000;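 active means GFP/RFP ratio change of at least 30% with cell ATP level not reduced by more than half and red fluorescence within 50% of control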; further: strong numbers were not always called active
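Material – HT1080 RFP-PRO-GFP cells · Control set – DMSO wells and RFP-L50D-GFP cells · Incubation – overnight cell settling, then overnight compound exposure, 37 °C, 5% CO2 · Compound dosing – single-point 20 µM compound, 1% DMSO · Read-out – GFP/RFP fluorescence ratio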
CendR NRP1 mod: NRP-1/CendR interaction modulation; FAM-RPARPAR peptide binding to NRP-1, fluorescence polarization; hit rate 0.85% among 360,000; O14786; inhibition, % at 25 µM;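 active means inhibition or corrected inhibition above about 18%, plus a signal ratio from 0.5 to 1.5, limit read from the data, passing the limit was not always enough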; further: strong numbers were not always called active
MsrA act: bovine methionine sulfoxide reductase A activation | purified bovine MsrA, absorbance read-out | activation, % at 10.6 µM | hit rate 0.3% among 360,000 | AID 602163; in the data active means activation above about 7.5%;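 further: 0% = vehicle and 100% = reference activator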
SKN-1 inh: inhibitors of C. elegans SKN-1; inhibition, % at 21.8 µM; C. elegans VP596 Pgst-4::GFP/RFP ratio, acrylamide-induced, 24 h; AID 624304; hit rate 0.49% among 360,000;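 active means interference check ratio from 0.5 to 1.5 plus GFP to RFP signal ratio inhibition reaching or exceeding a fixed threshold, cut at about 30% in these data, passing the limit was not always enough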; further: some compounds called inactive have numbers as strong as hits
TbMetRS inhib: Trypanosoma brucei MetRS inhibition. purified T. brucei MetRS, ATP depletion, Kinase-Glo luminescence. inhibition, % at 11.9 µM. hit rate 0.4% among 360,000;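 active means inhibition above a per-plate cutoff of the control wells' mean inhibition plus 3 SD, cut at about 5.5% in these data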;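 further: 0% = DMSO wells median and 100% = median of wells with control inhibitor compound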
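Material – parasite MetRS enzyme · Medium – HEPES-MgCl2-KCl buffer plus DTT, spermine, BSA, pyrophosphatase · Reagent – ATP, methionine and E. coli bulk tRNA substrates · Times – 15 min enzyme-compound preincubation, 2 h reaction, 10 min detection, 25 °C · Measured by – luminescence of leftover ATP · Evaluation – percent inhibition relative to median high and low control wells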
Active calls of the source: *; · = not tested or not shown. Compounds were not picked by outcome; about 4% have a hit in one of these screens.

The first five records as a preview:
SMILES	FAS-TE inh	MsrA inhibitor	MLLE-PAM2 inh	eLon inh	MT1-MMP act inh	CendR NRP1 mod	MsrA act	SKN-1 inh	TbMetRS inhib
CCN(C[C@H]1N[C@@](C)(C(=O)OC)[C@H]2C(=O)N(C)C(=O)[C@@H]12)S(=O)(=O)c1ccc(-c2ccccc2)cc1	-4.5	0.5	1.8	-8.7	1.4	3.8	0.0	-10.4	0.1
COc1ccc(CCNC(=O)CCCCCNc2nc(=S)[nH]c3ccccc23)cc1OC	-2.6	-0.5	-50.5	3.7	2.2	0.1	0.2	1.4	0.0
COc1ccc(C)cc1-n1nnnc1SCC(=O)NC(=O)NCc1ccco1	4.9	0.2	-42.0	-4.4	-2.7	-9.0	0.1	-2.0	0.5
CNC(=O)CCSSCCC(=O)NC	-3.0	0.7	4.0	6.8	0.6	-0.9	-2.7	7.1	-0.3
CC1=C(C(=O)OCc2ccccc2)C(c2ccccc2Cl)NC(=O)N1C (stereo not drawn)	16.2	1.0	11.0	0.3	15.3	-3.9	-10.0	0.0	-1.5

The listing, previewed entries included:
SMILES	FAS-TE inh	MsrA inhibitor	MLLE-PAM2 inh	eLon inh	MT1-MMP act inh	CendR NRP1 mod	MsrA act	SKN-1 inh	TbMetRS inhib
CCN(C[C@H]1N[C@@](C)(C(=O)OC)[C@H]2C(=O)N(C)C(=O)[C@@H]12)S(=O)(=O)c1ccc(-c2ccccc2)cc1	-4.5	0.5	1.8	-8.7	1.4	3.8	0.0	-10.4	0.1
COc1ccc(CCNC(=O)CCCCCNc2nc(=S)[nH]c3ccccc23)cc1OC	-2.6	-0.5	-50.5	3.7	2.2	0.1	0.2	1.4	0.0
COc1ccc(C)cc1-n1nnnc1SCC(=O)NC(=O)NCc1ccco1	4.9	0.2	-42.0	-4.4	-2.7	-9.0	0.1	-2.0	0.5
CNC(=O)CCSSCCC(=O)NC	-3.0	0.7	4.0	6.8	0.6	-0.9	-2.7	7.1	-0.3
CC1=C(C(=O)OCc2ccccc2)C(c2ccccc2Cl)NC(=O)N1C (stereo not drawn)	16.2	1.0	11.0	0.3	15.3	-3.9	-10.0	0.0	-1.5
COc1ccc(OC)c(-c2cc(C(=O)Nc3c(C)nn(Cc4ccccc4C)c3C)no2)c1	28.5	·	-9.0	-3.1	-14.3	2.8	-2.5	7.7	0.0
Cc1nc(S/C(=C\c2ccc(-c3ccc(C(=O)O)c(Cl)c3)o2)C(=O)O)n[nH]1	-5.9	2.0	-78.1	-32.7	-7.3	-90.7	-3.2	7.5	0.0
Cc1cc2c3c([nH]c2cc1S(=O)(=O)N1CCC2(CC1)OCCO2)CCCC3=O	-3.2	-1.2	-4.7	-2.4	1.1	1.9	-4.9	15.0	0.8
CCOC(=O)[C@H]1[C@H]2COc3ccc(Cl)cc3[C@@H]2N2C(=O)CN(Cc3ccc(F)cc3)C(=O)[C@@]12C	23.4	0.3	-7.0	8.2	-3.6	9.5	0.0	20.6	-0.3
CCN(CC)c1ccc(/C=N/n2c(-c3ccccc3Br)n[nH]c2=S)cc1	22.8	4.2	-16.8	11.9	-1.7	-3.0	0.6	16.3	-0.1
CSCCC(C(=O)NCc1ccccc1)n1c(Cc2cc(F)cc(F)c2)nc2ccccc21 (stereo not drawn)	·	-0.4	·	·	-3.3	2.4	·	2.2	0.7
CCOc1ccc(NC(=O)CN(C)C(=O)c2cc(C3CC3)nn2-c2ccccc2)cc1OCC	2.2	0.4	-12.1	-12.3	-1.8	23.4	-2.2	6.8	-0.4
CC(C)(C)c1cc(C(=O)N/N=C/c2ccccc2O)n(-c2ccccc2)n1	14.5	1.1	0.9	1.8	-5.5	15.0	0.5	-4.9	0.1
O=C(COC(=O)CC(c1ccccc1)c1ccccc1)Nc1cccc(F)c1	6.5	-0.6	6.6	-7.2	0.3	2.4	-10.0	-2.9	-0.7
O=C(CN1CCCCCC1)NCc1ccccc1	1.6	0.8	2.2	2.7	1.1	4.3	0.1	2.9	-0.6
O=C(NNc1ncccc1Cl)c1c(Cl)cccc1Cl	-1.4	-0.1	-2.0	4.0	-0.6	3.5	-3.4	-4.8	-0.6
COc1ccc2c(/C=N/NS(=O)(=O)c3ccc(C)cc3)c[nH]c2c1	2.1	-0.8	-1.6	-15.1	3.4	-13.0	-2.6	9.1	0.4
Nc1ccc(CCc2nc3ccccc3o2)cc1	-4.2	-0.4	-0.5	3.6	1.0	-9.1	-1.9	13.6	0.0
O=C(Cn1cc(C(=O)C(F)(F)F)c2ccccc21)Nc1ccccc1F	3.4	-0.2	-2.2	-9.6	-0.7	-1.7	-4.8	-21.0	2.5
Cc1ccccc1OC1(C)CCN(Cc2ccc3ccccc3c2)C1 (stereo not drawn)	13.6	1.9	-6.2	-15.2	2.5	0.2	-3.0	8.9	-0.1
CCOC(=O)CC1(NC(=O)c2cc(COc3cccc(OC)c3)on2)CCCCC1	19.2	0.4	-7.6	0.7	-4.0	5.5	-1.4	6.8	0.1
COc1cc(C(=O)Nc2nc3ccc(S(=O)(=O)N4CCOCC4)cc3s2)cc(OC)c1OC	-0.1	1.8	14.1	9.9	4.8	-4.1	-13.3	5.6	-1.2
COc1ccc(NC(C)=[N+](C)CCNS(=O)(=O)c2ccc(Cl)cc2)cc1	-3.9	1.0	-49.5	3.8	-2.1	-0.1	-0.2	5.1	0.1
COc1ccc2nc(NC(=O)C3CC(=O)N(c4ccccc4)C3)sc2c1 (stereo not drawn)	-0.6	-1.7	2.2	-6.2	-9.0	4.7	-2.0	13.5	0.3
COc1ccc2c(c1OC)C(=O)N(c1cccc(/C=C/C(=O)O)c1)C2	-6.9	0.7	-0.8	2.8	-2.1	-9.7	-2.5	1.5	-0.2
COc1ccc(C2OCC3(CO2)SC(=O)NC3=O)cc1 (stereo not drawn)	-15.1	-0.8	10.4	-7.0	1.2	16.4	-3.4	-4.8	-0.1
CCOc1cc(NC(=S)NCC2CCCO2)c(OCC)cc1NC(=O)CC(C)C (stereo not drawn)	-4.3	-1.4	28.0	-6.4	4.1	-16.1	-1.0	-2.5	-0.5
N#CCSc1nc2cc(C(=O)N3CCCC3)ccc2c(=O)n1Cc1ccccc1	3.3	1.1	10.0	6.9	-0.9	0.2	-2.4	16.3	0.1
CCOCCCn1c(SCC(=O)/C(C#N)=C(\C)N)nc2ccccc2c1=O	-11.2	0.2	-3.2	-10.7	2.4	-4.9	-1.1	1.8	-0.2
CCN(c1ccccc1)S(=O)(=O)c1cnc[nH]1	-16.0	0.1	7.6	-5.4	0.2	13.9	-10.6	-17.4	-0.6
O=C(CSc1n[nH]c(=O)n1Cc1ccco1)N1CCOCC1	-5.8	-1.3	3.1	2.4	0.2	16.2	-6.2	-0.6	-0.8
Cc1cccc(NC(=O)c2cc3c([nH]c4ccccc43)c(C)n2)c1C	-6.5	2.0	3.3	1.4	4.7	-6.5	-3.3	0.9	-0.3
CCN1CCSc2ccc(C(=O)NCc3cccc(F)c3)cc21	14.1	0.3	18.0	-10.1	-1.3	-3.2	1.1	8.0	0.1
CCOc1ccc(C(=O)NNC2CC(=O)N(Cc3ccc(Cl)cc3)C2=O)cc1OC (stereo not drawn)	5.2	-0.2	-2.4	2.9	3.2	-17.0	-7.2	7.8	-0.3
COc1ccc(CNS(=O)(=O)CCNCc2ccco2)cc1	-8.2	0.9	1.8	-9.8	8.2	-4.5	-1.5	-7.0	0.1
Cc1cc(C(=O)NNC(=O)C(C)NS(=O)(=O)c2ccccc2F)c(C)o1 (stereo not drawn)	3.4	-0.1	-4.5	8.0	0.0	1.5	-6.4	0.7	-0.3
COc1ccc2ccc(OC)c(/C=N/n3cnnc3)c2c1	-2.2	1.2	-11.9	0.4	-1.9	-10.8	-4.0	25.9	-0.1
Cc1ccc2c(c1)C(=C(C#N)C#N)C(=O)N2CCN1CCOCC1	3.3	-0.2	18.1	12.5	0.6	1.4	-0.2	-3.1	-0.2
Cc1c(CN2CCCC(C)C2)c(O)n(CCO)c(=O)c1C#N (stereo not drawn)	-2.2	2.9	1.0	2.7	-0.9	0.9	-1.1	7.5	-0.7
COC(=O)C(C)n1cnc2c(nnn2-c2ccccc2)c1=O (stereo not drawn)	1.6	·	-7.8	3.7	-0.7	2.4	-0.5	9.5	-0.8
COc1ccccc1/C=C1\S/C(=N/NC(=O)c2cccc(Br)c2)NC1=O	18.6	1.8	-18.9	-3.6	-0.9	-55.8	-2.5	20.8	-1.2
CC1=NCCN1S(=O)(=O)c1ccccc1[N+](=O)[O-]	-12.4	1.8	17.1	0.3	2.7	3.2	-7.6	-8.9	0.5
Cc1ccc(S(=O)(=O)NN=C2CCC(C(C)(C)C)CC2)cc1[N+](=O)[O-] (stereo not drawn)	66.9*	·	-2.1	-7.9	1.7	22.7	-6.9	-11.4	-1.2
O=C(O)C(NS(=O)(=O)c1ccccc1)C(O)c1ccccc1 (stereo not drawn)	-6.3	-0.7	-9.2	0.7	-5.5	3.3	-2.4	-6.7	-0.5
CCCc1nc2sc3c(c2c(=O)n1N)CCC3	-6.3	0.0	-0.6	11.3	5.5	7.2	1.7	14.7	0.8
c1ccc(-n2ncc3c(NCCN4CCCCC4)ncnc32)cc1	-5.0	1.3	-7.8	4.7	5.4	-0.3	-3.1	27.6	-1.5
COc1ccc(NC(=O)CSc2nnc(NC(C)=O)s2)c([N+](=O)[O-])c1	-6.3	-0.7	36.8*	-5.2	0.2	0.7	-3.5	6.5	-0.1
COc1ccc2c(c1OC)C(=O)N(c1ccccn1)C2	-7.7	0.4	-3.2	0.3	-1.7	-14.2	-0.6	-22.1	-0.4
COc1ccc(CNC(=O)C(C)NCc2ccccc2Cl)cc1 (stereo not drawn)	-5.0	-1.1	3.9	8.8	0.6	15.3	-2.9	0.7	-0.9
C=CCNc1oc(-c2cccs2)nc1S(=O)(=O)c1ccccc1	3.2	1.2	4.9	-3.2	-0.5	-1.3	-1.2	-11.0	0.4
CSC1=N/C(=C\c2cccc(Cl)c2)C(=O)N1N(C)C	1.7	-0.6	-1.6	2.8	1.3	-1.2	-1.7	5.1	0.2
CN(C)NC(=S)NC1(C)CCS(=O)(=O)C1 (stereo not drawn)	-4.3	-0.7	19.8	3.4	0.4	-3.7	-3.1	-1.8	-0.8
COc1ccc(Cc2nc3ccc(C(=O)N4CCC(N(C)C)C4)cc3o2)cc1 (stereo not drawn)	-4.0	-0.7	2.7	-0.1	-0.4	5.8	-2.2	-3.5	0.1
NS(=O)(=O)c1ccc(NC(=O)COC(=O)c2ccc(Cl)nc2)cc1	-5.6	-0.4	-15.9	5.8	3.0	-20.3	-3.8	-5.7	-0.8
CC(Sc1ncccn1)C(=O)NC1CCCC1 (stereo not drawn)	-3.4	1.1	5.7	-11.9	-1.0	-0.9	-0.4	4.4	0.1
COc1ccc(/C=N/Nc2nnc(Cc3ccccc3)c(=O)[nH]2)cc1	-5.0	1.0	9.8	0.5	5.5	-5.2	-0.8	-1.1	-0.5

Screening data from PubChem BioAssay.
